ssDAF12 agonist: S. stercoralis DAF-12 activation, primary screen; AID 652126; activation, % at 6.8 µM; HEK293 ssDAF-12/GRIP1 lit1-tk-luc reporter, luminescence; % of 3 µM dafachronic acid response; hit rate 1% among 370,000;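 active = activation above the mean over all tested compounds plus 3 SD, cut at about 0.9% in these data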;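 note: 0% = DMSO-only wells and 100% = 3 µM delta7-dafachronic acid wells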
ADAM10 inh: inhibits human ADAM10; inhibition, % at 7 µM; O14672; AID 720582; recombinant ADAM10, EDANS/DABCYL FRET peptide cleavage, 3 h; hit rate 0.62% among 370,000;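 active = inhibition above a per-campaign cutoff equal to the mean of compounds falling between control-based bounds plus 3 SD, cut at about 20% in these data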;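 note: 0% = DMSO wells while the 100% control is not disclosed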
FXN GAA850 act: increases GAA850 frataxin promoter reporter activity; HEK293 lucGAA850 FXN promoter luciferase reporter, 24 h; percent of 10 µM SAHA response; activation, % at 6 µM; hit rate 0.56% among 360,000; AID 540364;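 active = activation above the average of all compounds screened plus 3 SD, cutoff fixed separately per campaign, cut at about 7.5% in these data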;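 note: 0% = DMSO wells and 100% = 10 µM SAHA wells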
DAX1 inh-1: inhibitors of DAX1 repression of SF-1 activated StAR promoter. hit rate 1.1% among 370,000. HEK293T StAR-luciferase reporter, SF-1/DAX-1 repression relief. inhibition, % at 6.8 µM. AID 652010;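 active = inhibition above the mean over all tested compounds plus 3 SD, cut at about 3.6% in these data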;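 note: 0% = DAX-1 cells with DMSO and 100% = cells lacking DAX-1 with DMSO; higher inhibition means more luminescence from relief of DAX-1 repression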
HGIII-sPLA2 inh: Blocks human group III sPLA2 activity. inhibition, % at 12.2 µM. QFRET BODIPY PC-A2 liposome hydrolysis, fluorescence. hit rate 0.56% among 370,000. Q9NZ20. AID 743126;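 active = inhibition above mean plus 3 SD of compounds lying within the high and low control bounds, cut at about 19% in these data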;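 note: 0% = median of test compound wells and 100% = no enzyme DMSO wells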
Target sequence (Q9NZ20 whole entry, looked up): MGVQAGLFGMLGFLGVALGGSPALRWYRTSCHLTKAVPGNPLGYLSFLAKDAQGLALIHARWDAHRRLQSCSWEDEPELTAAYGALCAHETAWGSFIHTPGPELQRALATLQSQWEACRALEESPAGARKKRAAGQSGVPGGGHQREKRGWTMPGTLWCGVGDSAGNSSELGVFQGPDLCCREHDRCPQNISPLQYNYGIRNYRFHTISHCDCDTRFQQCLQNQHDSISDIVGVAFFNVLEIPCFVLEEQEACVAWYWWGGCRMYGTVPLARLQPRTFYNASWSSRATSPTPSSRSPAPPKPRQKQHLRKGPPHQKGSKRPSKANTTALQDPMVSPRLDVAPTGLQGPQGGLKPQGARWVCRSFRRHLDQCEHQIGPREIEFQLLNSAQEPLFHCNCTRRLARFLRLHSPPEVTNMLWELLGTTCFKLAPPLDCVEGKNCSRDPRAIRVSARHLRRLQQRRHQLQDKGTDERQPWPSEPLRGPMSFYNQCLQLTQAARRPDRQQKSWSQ
hcDAF12 agonist: activators of H. contortus DAF-12 nuclear receptor; HEK293 hcDAF-12 lit1-tk-luc reporter, luminescence; 0% DMSO, 100% Δ7-dafachronic acid; activation, % at 6.8 µM; hit rate 1.4% among 370,000;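 active = activation above the mean of all tested compounds plus 3 SD, cut at about 5.5% in these data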;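 note: 100% = response to 3 µM Δ7-dafachronic acid high control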
ADAM17 inh: inhibits human ADAM17 | P78536 | recombinant ADAM17, EDANS/DABCYL FRET peptide cleavage | inhibition, % at 6.95 µM | hit rate 0.83% among 370,000 | AID 720648;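 active = inhibition above the mean of compounds lying between control limits plus 3 SD, set per campaign, cut at about 8.5% in these data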;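 note: 0% = DMSO-only wells as the low control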
Target sequence (P78536 215-824 limits assumed): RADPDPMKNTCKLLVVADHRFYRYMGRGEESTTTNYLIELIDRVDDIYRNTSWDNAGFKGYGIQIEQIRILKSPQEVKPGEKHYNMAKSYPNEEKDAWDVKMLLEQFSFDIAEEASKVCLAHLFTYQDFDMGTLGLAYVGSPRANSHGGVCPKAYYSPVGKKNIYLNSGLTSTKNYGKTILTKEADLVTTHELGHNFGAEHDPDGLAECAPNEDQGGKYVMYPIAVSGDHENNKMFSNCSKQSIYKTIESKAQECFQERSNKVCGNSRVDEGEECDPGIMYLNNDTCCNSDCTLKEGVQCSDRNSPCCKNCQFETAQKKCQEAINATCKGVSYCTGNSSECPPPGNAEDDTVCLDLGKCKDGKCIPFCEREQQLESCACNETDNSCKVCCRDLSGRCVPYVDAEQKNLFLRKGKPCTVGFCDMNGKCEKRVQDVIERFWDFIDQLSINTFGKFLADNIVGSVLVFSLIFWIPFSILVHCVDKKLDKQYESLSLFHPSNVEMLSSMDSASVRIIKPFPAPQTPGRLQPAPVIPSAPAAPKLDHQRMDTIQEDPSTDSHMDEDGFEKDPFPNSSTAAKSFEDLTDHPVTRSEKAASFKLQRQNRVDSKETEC
hgDAF-12 ag: activates the H. glycines DAF-12 receptor ligand-binding domain; HEK293 GAL4-hgDAF12 UAS-luciferase reporter, agonist luminescence; normalized to butyrate control; activation, % at 6.8 µM; hit rate 1.8% among 370,000;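 active = activation above a cutoff set at the mean of all screened compounds plus 3 SD, cut at about 10% in these data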;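 note: 0% = DMSO wells and 100% = sodium butyrate wells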
DAX1 inh-2: inhibits human nuclear receptor DAX1; P51843; HEK293 Gal4-DAX1 luciferase reporter, luminescence; inhibition, % at 6.75 µM; hit rate 0.99% among 340,000; AID 504766;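 active = inhibition above the mean over all tested compounds plus 3 SD, cut at about 4.2% in these data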;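 note: 0% = DAX1-transfected cells with DMSO and 100% = empty-vector control cells with DMSO; inhibition shows as a rise in luminescence from relieved DAX1 repression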
PLC-gamma1 inh: inhibitors of human phospholipase C gamma1. inhibition, % at 12.2 µM. hit rate 0.84% among 370,000. AID 720700. P19174. purified PLC-gamma1, fluorogenic substrate, fluorescence; in the data active = inhibition above about 9.5%
PLC-beta3 inh: PLC-beta3 (human) inhibition, primary screen | hit rate 0.18% among 370,000 | Q01970 | Purified PLC-beta3, fluorogenic substrate, fluorescence | inhibition, % at 12.2 µM; in the data active = inhibition above about 11%;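 note: 0% = median of compound wells on plate and 100% = full blocker control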
An asterisk follows results filed as active; i = inactive; x = not tested or not shown.

SMILES	ssDAF12 agonist	ADAM10 inh	FXN GAA850 act	DAX1 inh-1	HGIII-sPLA2 inh	hcDAF12 agonist	ADAM17 inh	hgDAF-12 ag	DAX1 inh-2	PLC-gamma1 inh	PLC-beta3 inh
CNC(=S)N/N=C/c1cn(Cc2ccc(F)cc2)c2ccccc12	-1.8	10	0.3	-0.9	6	-3.5	5	-0.9	-0.9	2	1
O=C(COc1ccccc1C(=O)O)Nc1nc2ccc([N+](=O)[O-])cc2s1	-1.7	-7	0.6	-0.1	-4	-0.2	-4	4.3	0.8	-2	-9
COc1ccccc1C(=O)NC(=O)COC(=O)c1cccc(C)c1O	-0.8	-3	1.6	2.1	5	1.9	-2	0.9	-0.2	-4	-9
COCC(O)CSc1c([N+](=O)[O-])nc(C)n1Cc1ccc(OC)c([N+](=O)[O-])c1 (centres undefined)	-1.6	5	0.0	-0.2	7	0.8	3	-0.2	-0.7	10*	2
CCN1CCCC1CNC(=O)c1cn(C)c2ccc(S(=O)(=O)N3CCCCCC3)cc2c1=O (centres undefined)	-0.9	-1	1.8	0.2	-4	-0.5	-3	2.2	-0.4	-2	2
COCCCNC(=O)Cn1cnc2sc(C)c(S(=O)(=O)N3CCN(c4ccccc4OC)CC3)c2c1=O	-0.8	-4	1.0	0.0	5	-1.9	-2	-0.9	0.5	-2	-9
COc1cc2c(cc1OC)C(NNC(=O)c1ccc(Br)o1)=NC(C)(C)C2	-1.4	4	0.8	-1.0	-4	-0.3	0	-2.2	0.2	-2	-6
CN1CCN(C/C(=C2/N=C(c3ccccc3)OC2=O)N(C)C)CC1	-0.9	7	-1.9	-0.6	3	-0.2	8	-2.9	0.4	4	1
Oc1ccc(F)c(CN2CCN(c3ncc(Cc4ccccc4)cn3)CC2)c1	-1.3	-6	x	0.6	-14	-1.7	-2	-3.1	x	0	-2
COc1ccccc1NC(=O)CNC(=O)c1ccc([N+](=O)[O-])cc1	-0.7	5	2.6	-0.4	-3	-1.5	-5	2.0	-0.5	-1	-6
CCn1c(SC(C)C(=O)OC)nnc1-c1c[nH]c2ccccc12 (centres undefined)	-1.5	2	-0.2	-0.1	-4	-0.7	2	0.6	0.5	0	4
COc1ccc(OC)c(S(=O)(=O)NCCc2ccccc2)c1	-0.7	1	1.1	0.2	-8	1.6	-4	1.7	0.6	0	-2
CC1CN(CCOc2cccc(Oc3ccccc3)c2)CC(C)O1 (centres undefined)	-1.4	0	1.5	0.0	-5	-3.0	0	1.4	-1.4	-2	-6
Cc1ccc(-c2[nH]c(-c3ccc(Cl)cc3)nc2SCC(=O)NCC2CCCO2)cc1 (centres undefined)	-1.6	-30	-0.6	-1.1	-1	-0.3	-6	2.5	-0.9	0	0
C[n+]1ccccc1/C=C/c1ccc(C#N)cc1	-0.1	-2	1.1	0.1	11	-2.5	-1	-1.3	-0.1	4	-6
Cc1ccc(C)c(S(=O)(=O)Nc2ccc(C(=O)N3CCOCC3)cc2)c1	-1.1	0	-0.5	-0.1	-7	0.3	-1	3.0	1.5	0	-3
CCOc1ccc(NC(=O)c2ccc(NC(=O)c3ccc(NC(N)=O)cc3)cc2)cc1	-0.3	-6	-1.6	1.5	9	0.0	8	-0.1	x	5	7
COC(=O)c1c(NC(=O)Cc2cccs2)sc2c1CCC(C)C2 (centres undefined)	-1.1	0	3.3	-0.5	2	-0.4	-6	-0.5	0.6	-3	-3
CCCn1c(CNc2ccc(Br)cc2)nc2ccccc21	-1.1	-7	4.0	-1.0	0	-2.0	3	1.8	-1.4	1	0
CN(C)c1cccc(C(=O)NCCCSc2ccccc2)c1	0.6	-39	1.6	1.9	1	3.0	-12	3.9	1.4	-64	-96
Cc1sc2ncnc(NCC(O)c3ccc([N+](=O)[O-])cc3)c2c1C (centres undefined)	-2.6	-6	-2.8	-1.6	-4	-5.9	3	-8.0	-2.8	6	-3
Cc1ccc(NS(=O)(=O)c2ccc(C)c(NC(=O)COc3ccc4ccccc4c3)c2)c(C)c1	-0.8	21*	-1.5	-1.1	-19	-0.9	7	-3.1	-1.6	-3	-13
Cc1ccc(C(c2c(O)nc3n(c2=O)CCS3)c2c(O)nc3n(c2=O)CCS3)cc1	-0.7	0	0.5	1.1	0	2.8	1	4.8	1.9	0	0
Cc1cc(C(=O)Nc2ccc(Cl)cc2)n(-c2ccccc2)n1	-1.0	-2	1.4	-0.5	1	0.0	2	1.1	1.6	0	-4
COc1cccc(CNC(=O)CCC2CCCN(C(=O)Cc3ccccc3F)C2)c1 (centres undefined)	-1.8	-1	-1.7	-0.5	-3	0.8	0	6.2	-0.4	4	-3
O=C(CN1C(=O)C2CC=CCC2C1=O)Nc1nnc(C2CC2)s1 (centres undefined)	-1.6	-8	0.2	0.9	1	-0.3	-5	0.4	1.3	-6	-12
CCn1cc(C(=O)NC(C)C)c(=O)c2cc(F)c(N3CCN(C(=O)c4ccco4)CC3)cc21	-2.0	-422	-0.6	-0.5	1	-3.0	-125	-3.6	-0.9	-223	-341
COc1ccccc1CN1CC(C(=O)NCc2ccc(N3CCCC3=O)cc2)CCC1=O (centres undefined)	-0.9	2	-1.1	0.5	3	3.1	-5	3.5	0.9	3	-4
CCn1c(SCC(=O)Nc2ccccc2C(=O)OC)nnc1-c1ccoc1C	-1.7	-2	-1.9	-0.9	-9	-0.8	-2	-0.3	-1.6	0	3
CC(=O)N1c2cc(S(=O)(=O)Nc3c(C)n(C)n(-c4ccccc4)c3=O)c(Br)cc2CC1C (centres undefined)	0.5	-3	x	0.8	0	-3.1	-3	2.7	x	0	0
O=C(O)c1ccc(N2C(=O)CC(SC(=NCc3ccc4c(c3)OCO4)Nc3ccc(F)cc3)C2=O)cc1 (centres undefined)	-0.8	-1	-0.2	0.6	-4	-0.8	-1	-0.2	1.1	2	3
CC(C)CC(C(=O)Nc1oc(-c2ccco2)c(-c2ccco2)c1C#N)N1C(=O)c2ccccc2C1=O (centres undefined)	-0.7	-21	-1.0	0.1	-11	-2.2	-7	-0.9	0.1	-71	-87
CC(=O)C1=C(C)NC(=O)NC1/C=C/c1ccccc1 (centres undefined)	-1.4	7	-1.2	0.7	1	0.7	1	2.2	2.3	1	-1
Cc1c(NC(=O)c2ccc(CN3CCc4ccccc4C3)cc2)c(=O)n(-c2ccccc2)n1C	-0.9	-15	-3.4	-1.8	15	-2.5	-5	-0.8	-1.1	0	4
Cc1ccccc1N1CCN(C2CCCN(C(=O)CCN3CCCO3)C2)CC1 (centres undefined)	-1.5	1	-0.2	0.8	3	-1.7	-1	-0.4	-0.1	3	-4
Cc1ccc2[nH]cc(/C=C/c3cc[n+](C)cc3)c2c1	-1.8	4	-2.8	-1.7	-54	-2.5	-5	-6.5	-2.1	-208	-264
CCOC(=O)C1Nc2ccc(C(F)(F)F)cc2C2C=CCC12 (centres undefined)	-1.4	-7	1.1	-0.3	-12	-1.1	-4	1.2	2.1	-24	-31
COc1cccc(N2CCN(C(=O)CCCCCn3c(=S)[nH]c4cc5c(cc4c3=O)OCO5)CC2)c1	-0.9	-6	-0.4	-0.8	1	0.5	-6	2.5	0.2	1	-6
O=C1NC2CCCCC2C(=O)N1OS(=O)(=O)c1ccccc1 (centres undefined)	0.3	-7	-1.0	-1.6	4	-0.6	-4	2.6	2.2	1	-2
N/C(=N\OC(=O)c1cccs1)c1cccnc1	-0.6	9	2.9	0.5	2	3.0	2	3.1	3.0	3	4
COc1ccc(OCC(=O)N(Cc2cccs2)C2CCS(=O)(=O)C2)cc1 (centres undefined)	-1.2	-4	2.7	-0.3	6	0.8	-3	0.9	2.5	-3	-10
CCNC(=O)Nc1ccc(-n2nc(C)c(C(=O)OCC)c2C)nc1	-0.8	-3	0.3	-0.4	-3	0.9	0	-0.9	4.8*	2	5
Cc1ccc(C(c2nnnn2CS(=O)(=O)c2ccc(C)cc2)N2CCCC2)cc1 (centres undefined)	-0.9	3	5.0	0.4	-5	-0.8	0	0.8	1.8	0	2
COc1ccccc1N1CCN(C(=O)c2cccc(NC3=NC4CS(=O)(=O)CC4S3)c2)CC1 (centres undefined)	-1.7	-13	2.1	0.1	-3	1.9	-5	4.0	1.4	2	0
O=C(Nc1ccc2c(c1)OCO2)C1Cc2c(-c3ccccc3Oc3ccccc3)ccnc2O1 (centres undefined)	-1.8	4	-1.7	-3.5	-7	-1.8	8.9*	-0.3	x	-3	-1
CC(=O)Oc1ccccc1-c1nc(C)nc(N(C)C(C)=O)n1	-0.9	4	3.0	0.5	5	3.8	3	0.0	1.9	-64	-91
CCOC(=O)c1noc(C)c1C(=O)Nc1nccs1	-0.4	-7	0.1	-0.7	8	-0.1	-3	-2.2	-0.6	-2	0
Cc1oc2cc(O)ccc2c(=O)c1Oc1ccccc1Br	-1.4	i	1.1	0.2	-23	0.5	i	-1.8	-0.4	i	i
Cc1ccc(-n2c(=O)c3ccccc3n(CC(=O)NCc3ccco3)c2=O)cc1	-0.2	-5	-1.1	-0.4	-6	-0.6	-3	0.6	-1.6	2	-3
COc1ccc2c(c1)c(C(=O)O)c(C)n2-c1ccc(Cl)cc1	-1.1	5	0.6	-0.5	-2	-0.8	-2	2.5	2.4	1	-5
C[C@H]1C(=O)N(C)CCN1Cc1cn(C)nc1-c1ccc(Oc2ccccc2)cc1	-2.0	-5	1.8	-1.5	-3	-1.2	-1	-2.8	-0.9	2	-5
CCCCN(C(C)=O)c1c(CC)nc2ccc(C(=O)NCCc3ccccn3)cn12	-1.3	-45	0.8	-1.1	9	1.1	-19	-0.1	x	-25	-30
COc1cccc(-n2cnc3c(sc4nc(N5CCOCC5)c5c(c43)CCCC5)c2=O)c1	-1.2	-15	-0.4	-1.1	9	-0.3	-9	-0.4	0.7	1	-4
O=C(COC(=O)CNS(=O)(=O)c1cccc(Br)c1)Nc1ccccc1Sc1ccccc1	-0.8	15	-1.9	-0.1	-24	-0.2	9.9*	-0.3	1.2	2	3
CS(=O)(=O)c1cccc(NC(=O)CSc2nnc3n2CCCCC3)c1	-0.7	6	2.8	1.8	-2	-0.5	-3	-0.3	-1.0	3	-3
CCOC(=O)C1=NOC2(C1)C(=O)Nc1ccc(OC)cc12 (centres undefined)	-1.1	-1	x	-0.3	-1	1.4	-3	-2.2	x	-1	1
C/C(=N\NC(=O)c1cc(-c2ccncc2)nc2ccccc12)c1ccc(OC(F)F)cc1	-1.7	2	-2.8	-0.9	-5	1.3	0	0.9	-0.6	-1	-7
COc1ccc(CCNC(=S)NC(=O)/C=C/c2ccc(C)cc2)cc1OC	-1.7	-4	3.7	0.5	2	2.4	0	-2.7	-0.4	5	-4
O=C(Nc1ccccc1)/C(=C\c1ccc2c(c1)OCO2)NC(=O)c1ccco1	-0.8	-5	1.3	-0.1	2	-1.0	-5	-1.3	-0.5	-3	1
COc1cc(C(=O)Nn2cnnc2)ccc1OC(F)F	-1.2	0	-0.7	0.0	1	1.0	4	2.0	0.0	0	-1

Screening results as filed in PubChem.

No enrichment for hits, and some 6.9% of all compounds hit somewhere here.
